# Screening results deposited in PubChem by several laboratories.
# DNMT1 inh = blocks human DNA methyltransferase DNMT1; P26358; DNMT1 molecular beacon, Hinp1I cleavage, fluorescence; inhibition (reported as % activation of signal), % at 10 µM; 0.83% of 360,000 active; AID 588458; in the data active means inhibition above about 50%
# NadD block = NadD (S. aureus) enzyme inhibition; purified NadD enzyme, colorimetric absorbance read-out; inhibition, % at 20 µM; 0.78% of 360,000 active; AID 602399; in the data active means inhibition above about 26%; further: some compounds past the cut are filed as inactive
# STEP inh = blocks human striatal-enriched tyrosine phosphatase. recombinant STEP, OMFP fluorogenic substrate, fluorescence. inhibition, % at 20 µM. 0.25% of 360,000 active. AID 588621;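 active means inhibition at 20 µM, scaled per plate between control wells, above about 37%, limit read from the data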;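 further: 0% = DMSO with enzyme and substrate and 100% = substrate only without enzyme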
#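 Assay system: isolated STEP enzyme. Buffer or medium: pH 6.0 Bis-Tris with DTT and Tween 20. Also added: fluorogenic phosphatase substrate OMFP at 25 µM final. Dosing: 20 µM, 1% DMSO. Timing: 20 min reaction, room temperature, in the dark. Measured by: fluorescence intensity, excitation 480 nm, emission 540 nm. Evaluation: normalized % inhibition.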
# SKN-1 inh = C. elegans SKN-1 inhibition. inhibition, % at 21.8 µM. AID 624304. C. elegans VP596 Pgst-4::GFP/RFP ratio, acrylamide-induced, 24 h. 0.49% of 360,000 active;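 active means interference check ratio from 0.5 to 1.5 plus GFP to RFP signal ratio inhibition reaching or exceeding a fixed threshold, cut at about 30% in these data, passing the limit was not always enough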; further: some compounds called inactive have numbers as strong as hits
# CendR NRP1 mod = alters CendR peptide binding to human NRP-1; AID 602438; inhibition, % at 25 µM; FAM-RPARPAR peptide binding to NRP-1, fluorescence polarization; O14786; 0.85% of 360,000 active;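 active means inhibition or corrected inhibition above about 18%, plus a signal ratio from 0.5 to 1.5, limit read from the data, passing the limit was not always enough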; further: strong numbers were not always called active
# Scp-1 inhibitor = inhibitors of human Scp-1 phosphatase. inhibition, % at 20 µM. AID 493091. Recombinant Scp1, phosphopeptide, malachite green phosphate absorbance. Q9GZU7. 0.88% of 340,000 active;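 active means inhibition above about 50% at 20 µM, limit read from the data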;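 further: plate controls were DMSO wells with enzyme for no effect and wells lacking enzyme for full effect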
#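 Test system: SCP-1 phosphatase catalytic domain, residues 76-261 | Compound dosing: One concentration, 20 µM, with 1.0% DMSO | Schedule: 45 min room-temperature reaction, 5 min colour, 30 min stabiliser | Detection: Absorbance at 630 nm | Read-out basis: % inhibition of SCP-1 phosphate liberation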
# SUMO1-SIM PPI = alters human SUMO1 binding to SIM partners | P63165 | SUMO1 binding to a labelled peptide, TR-FRET, 1 h | inhibition, % at 20 µM | 0.33% of 360,000 active; in the data active means inhibition above about 37%
# Target sequence (P63165 whole entry, looked up): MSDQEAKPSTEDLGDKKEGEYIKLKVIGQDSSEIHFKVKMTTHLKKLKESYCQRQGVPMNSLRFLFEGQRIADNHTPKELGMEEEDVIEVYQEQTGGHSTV
# Neddylation inh = cullin neddylation inhibition. P61081+Q13564. TR-FRET cullin neddylation, biochemical. calls only at 25 µM. 0.58% of 360,000 active; in the data active means inhibition above about 36%
# Target sequence (P61081 whole entry, looked up): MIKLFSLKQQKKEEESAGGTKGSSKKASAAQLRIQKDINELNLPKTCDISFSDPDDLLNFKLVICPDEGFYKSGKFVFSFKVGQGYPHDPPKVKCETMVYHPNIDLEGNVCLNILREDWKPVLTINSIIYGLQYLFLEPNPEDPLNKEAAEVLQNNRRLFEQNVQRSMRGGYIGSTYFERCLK
# Target sequence (Q13564 whole entry, looked up): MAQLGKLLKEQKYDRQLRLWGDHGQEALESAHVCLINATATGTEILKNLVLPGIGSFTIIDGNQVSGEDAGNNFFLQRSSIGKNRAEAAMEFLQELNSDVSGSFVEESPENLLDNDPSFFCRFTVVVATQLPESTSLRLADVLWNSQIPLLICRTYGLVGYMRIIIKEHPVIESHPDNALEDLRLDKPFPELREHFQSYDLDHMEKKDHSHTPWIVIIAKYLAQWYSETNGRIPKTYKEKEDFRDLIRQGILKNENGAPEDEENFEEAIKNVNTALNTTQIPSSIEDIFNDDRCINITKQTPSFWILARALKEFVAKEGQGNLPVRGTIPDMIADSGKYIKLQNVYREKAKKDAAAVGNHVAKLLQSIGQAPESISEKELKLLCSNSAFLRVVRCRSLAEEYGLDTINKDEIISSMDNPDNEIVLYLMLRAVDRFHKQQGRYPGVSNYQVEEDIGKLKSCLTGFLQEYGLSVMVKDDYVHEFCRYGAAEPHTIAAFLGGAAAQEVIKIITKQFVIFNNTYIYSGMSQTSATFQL
# LMPTP block = blocks human LMPTP phosphatase | P24666 | recombinant LMPTP-A, OMFP fluorogenic substrate, fluorescence intensity | inhibition, % at 20 µM | 0.22% of 360,000 active;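 active means compounds that cut the enzyme signal by at least half of the control window in the single-dose screen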;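 further: plate controls were DMSO wells with enzyme plus substrate for no effect and substrate without enzyme for full effect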
# Target sequence (P24666 whole entry, looked up): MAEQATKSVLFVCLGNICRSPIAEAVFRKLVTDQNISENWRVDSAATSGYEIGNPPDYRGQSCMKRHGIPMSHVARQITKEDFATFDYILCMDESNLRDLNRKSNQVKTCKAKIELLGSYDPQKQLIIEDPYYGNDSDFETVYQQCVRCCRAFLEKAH
#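 Test system – LMPTP-A enzyme · Amount – LMPTP-A at 0.625 nM final in the reaction · Buffer or medium – Bis-Tris pH 6.0, DTT, detergent · Reagent – OMFP 400 µM · Doses – single 20 µM dose · Schedule – reaction 50 min, room temperature, dark · Detection – fluorescence intensity of OMFP turnover product · Evaluation – percent inhibition versus substrate-only and uninhibited controls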
# TbMetRS inhib = blocks T. brucei methionyl-tRNA synthetase activity; inhibition, % at 11.9 µM; 0.4% of 360,000 active; purified T. brucei MetRS, ATP depletion, Kinase-Glo luminescence;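 active means inhibition above a per-plate cutoff of the control wells' mean inhibition plus 3 SD, cut at about 5.5% in these data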;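 further: 0% = DMSO wells median and 100% = median of wells with control inhibitor compound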
#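 technique = Kinase-Glo luminescence, ATP depletion format | system = purified MetRS (methionyl-tRNA synthetase) enzyme from Trypanosoma brucei | timing = 15 min preincubation, 2 h reaction, all 25 °C | evaluation = percent inhibition versus plate control medians | dosing = single dose, 11.9 µM final nominal, 0.9% final DMSO | also added = substrates ATP, L-methionine and bulk Escherichia coli tRNA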
# * hit, by the source's call; i = inactive; . = no result given.
SMILES,DNMT1 inh,NadD block,STEP inh,SKN-1 inh,CendR NRP1 mod,Scp-1 inhibitor,SUMO1-SIM PPI,Neddylation inh,LMPTP block,TbMetRS inhib
COCCNC(=O)C(=O)N/N=C(\C)CC(=O)Nc1ccc2c(c1)OCO2,0,-1,3,1,8,-1,0,i,0.1,0.2
CC1(C)Cc2c(sc3nc(-c4ccccc4)oc(=O)c23)CO1,0,-10,1,14,5,-10,-2,.,-0.5,-0.2
O=C(COC(=O)CNC(=O)c1ccccc1F)Nc1ccc2[nH]c(=O)[nH]c2c1,2,-6,-2,-1,8,-4,26,i,0.7,-0.3
CC(=O)N1CCN(C(=O)c2ccc(NS(=O)(=O)c3ccc4c(c3)OCCO4)cc2)CC1,3,1,0,5,7,-3,4,i,-0.3,-0.2
C=CCn1c(=NC(=O)CN2C(=O)CCC2=O)sc2cc(S(N)(=O)=O)ccc21,5,0,-1,-4,1,3,0,i,-0.2,-0.7
COc1ccc(C(C(=O)NC2CCCCC2)N(C(=O)c2sc(C)nc2C)c2ccc(C(C)=O)cc2)cc1 (stereo unspecified),-1,2,1,0,-14,-7,2,i,-0.4,-0.7
O=C(Nc1ncccc1O)c1ccc(S(=O)(=O)N2CCCCCC2)cc1,-2,-3,-3,20,2,2,-6,i,-1.0,-0.4
COc1cc2c(-c3ccc4c(c3)OCO4)c(-c3ccsc3)oc(=O)c2cc1OC,-2,2,1,15,2,-4,2,i,0.5,-0.4
Cc1ccc(CN(C)C(=O)C2CCCN2C(=O)c2cccs2)o1 (stereo unspecified),7,-5,-3,-2,-6,-13,0,i,-0.6,0.1
CC(=O)Nc1cccc(C(=O)OC(C(=O)c2ccc(C)cc2)c2ccccc2)c1 (stereo unspecified),-13,-1,0,2,-8,-15,-5,i,3.7,-0.7
O=C1CC(N2CCN(C(c3ccccc3)c3ccccc3)CC2)C(=O)N1Cc1ccc(N2CCCC2=O)cc1 (stereo unspecified),-4,2,1,-4,-5,-4,0,i,0.1,-0.2
O=C(NCCN1CCN(c2ccccc2)CC1)C1CCN(S(=O)(=O)N2CCOCC2)CC1,3,-2,2,3,16,-5,2,i,0.1,-0.9
Cc1ccccc1OCc1ccc(C(=O)N2CC(C)OC(C)C2)o1 (stereo unspecified),0,4,-1,1,6,-2,1,i,0.3,-0.3
CC1=CC(=O)C=C(C)C1=NOC(=O)c1cccc([N+](=O)[O-])c1,-5,1,-2,-6,1,0,-17,i,-3.3,0.1
N#Cc1ccc(OCC(=O)NC2=NCCS2)cc1,-1,1,-4,3,-4,-1,2,i,-0.3,0.2
CCOP(=O)(CN(CC)C(=O)c1ccccc1Br)OCC,1,5,0,11,-4,-5,1,i,-1.7,1.6
CCc1ccc(NC(=O)N(C2CCCCC2)C(C)c2cccnc2)cc1 (stereo unspecified),0,-4,-2,1,-1,-8,3,i,-2.0,0.2
Cc1c(Cl)cnc(NC(=O)CSc2nncs2)c1Cl,-1,2,-4,-1,-2,0,4,i,-1.2,-0.3
O=C(Cc1ccc(-c2ccccc2)cc1)NC1CCCC1,-1,-2,2,8,-15,-1,-1,i,-0.8,-0.6
CC1(C)CC2C1CCC1(O)CC2(C)CCC1N(O)c1ccc(C(=O)NCCO)cn1 (stereo unspecified),5,-1,-1,18,-2,2,-3,i,-0.9,-0.3
CCOc1cc(/C=C/C(=O)O)ccc1OCCOc1ccccc1,1,-6,1,-15,-7,-2,-3,i,0.0,-0.6
CCN(CC)CCCOC(=O)c1ccc(OC)cc1O,1,-6,-2,14,20,-5,-3,i,-1.6,0.1
O=C(Nc1nc(-c2cc(Cl)sc2Cl)cs1)c1cccs1,-8,-3,2,12,-2,-12,1,i,4.0,-0.4
Cc1c(Br)c([N+](=O)[O-])nn1CC(=O)NCc1ccccc1,1,-6,9,-3,-10,-11,-24,i,-1.0,0.2
Cc1oc(/C=N/NC(=O)CN(c2ccccc2Br)S(C)(=O)=O)cc1Br,-4,-17,-1,-1,4,7,-13,i,-0.6,-1.1
CC(C)N(Cc1nc(-c2ccc(Cl)cc2)no1)C(=O)C(c1ccccc1)c1ccccc1,2,-2,3,-1,5,-32,-4,i,2.8,-0.4
COCCN1CCn2c(nc3cc(NC(C)=O)ccc32)C1,-1,2,0,20,-1,-4,-3,.,0.1,-0.3
COc1ccccc1/C=C/C=C1\Oc2c(ccc(O)c2CN(C)C)C1=O,5,3,-13,-13,130,-14,-32,i,2.6,-0.2
CC1=C(C(=O)Nc2ccc(Cl)cc2)C(c2ccncc2)C(C#N)=C(SCC(N)=O)N1 (stereo unspecified),-3,-5,-4,8,4,-5,-3,i,-1.0,-0.8
O=[N+]([O-])c1ccccc1/C=N/NC1=NCCN1,3,7,1,3,-3,22,-12,i,-1.3,-0.6
CCc1c(C)[nH]n(-c2ccc(Oc3ccccc3)c(S(=O)(=O)O)c2)c1=O,66*,16,53*,14,-13,79*,13,i,1.5,0.4
CCOc1ccccc1CNC(=O)c1ccc2nc(N3CCOCC3)sc2c1,-4,-1,6,1,-4,-5,10,i,0.7,-0.6
C/C(=C\C(=O)c1ccccc1)Nc1cccc(O)c1,-3,1,-3,12,8,-2,-5,i,-1.4,0.0
Cc1c(NC(=O)C(C)OC(=O)[C@@H](NC(=O)c2ccccc2)C(C)C)c(=O)n(-c2ccccc2)n1C (stereo partly specified),1,-1,1,2,-4,1,0,i,0.3,-0.6
Cc1ccc(NC2=CC(=O)CC(C)(C)C2)c(N)c1,-7,7,-1,10,-9,4,-12,i,0.8,-1.3
CC(=O)N1CCOc2ccc(S(=O)(=O)NC[C@H]3O[C@@H](n4cnc5c(N)ncnc54)[C@H](O)[C@@H]3O)cc21,5,1,-3,14,-10,9,2,i,-2.0,-0.3
COc1cc(CCc2ccccc2)c(C(=O)O)c(O)c1CC=C(C)C,-11,5,-4,3,-26,-7,4,i,0.9,0.1
Nc1cc(-c2ccc(Cl)cc2)nn1S(=O)(=O)c1ccc(Cl)cc1,0,1,-2,-20,-2,-6,4,i,1.0,0.0
Cc1cc(C)cc(NC(=O)c2cccnc2)c1,7,-3,2,17,-9,4,4,i,-0.5,-1.6
CCCc1cc(=O)[nH]c(SCC(=O)N2CCOCC2)n1,0,-8,-1,-15,0,-5,-1,i,-0.2,-0.5
N#Cc1ccc(-c2nc3c4ccccc4ccn3c2CC2CCCCC2)cc1,.,20,.,24,-8,.,-3,i,3.5,-0.6
O=C(COc1ccccc1)NCCS(=O)(=O)N1CCN(c2ccccc2)CC1,-3,-4,0,-3,-3,4,0,i,-0.3,-0.1
CCc1ccccc1NC(=O)Nc1ccsc1C(=O)OC,0,-5,0,-27,16,-2,4,i,0.3,-0.2
CC(=O)Nc1ccc(NC(=O)CN(C)CCC#N)cc1,-2,-6,-3,14,-2,-2,-5,i,-1.1,0.5
CC1(C)CC2(CC(c3cccs3)c3cc(Cl)c(O)cc3O2)NC(=S)N1 (stereo unspecified),-4,7,-13,-5,-6,-4,-2,i,-8.5,-0.7
CCC(C)NCC(O)(c1ccc(Cl)cc1)c1ccc(Cl)cc1 (stereo unspecified),-1,-5,1,-1,3,3,-1,i,0.0,1.4
O=C(c1cnsn1)N1CCN(c2ccccn2)CC1,3,1,3,21,-4,-3,-2,i,-1.2,0.7
COc1cc(C(=O)NCC(=O)N/N=C/c2cccs2)cc(OC)c1OC,0,5,1,0,-3,-3,-6,i,1.0,-0.1
N#Cc1cn(N2CCCCC2)c(=O)[nH]c1=O,2,2,-2,18,-3,-2,3,i,0.2,-0.8
COc1ccc(CCNC(=O)CSc2nnc(CNC(=O)c3cc(OC)c(OC)c(OC)c3)o2)cc1OC,1,-3,-2,-10,1,-2,-1,i,-0.7,-0.3

# New compounds follow.
SMILES,DNMT1 inh,NadD block,STEP inh,SKN-1 inh,CendR NRP1 mod,Scp-1 inhibitor,SUMO1-SIM PPI,Neddylation inh,LMPTP block,TbMetRS inhib
CCn1c(SC(C)C(=O)NCC2CCCO2)nc2ccccc21 (stereo unspecified),4,0,-1,-8,6,-4,5,i,-0.2,-0.5
CC1CCN(c2ccc([N+](=O)[O-])cc2C(=O)N2CCOCC2)CC1,2,-2,0,15,1,-4,-33,i,0.1,-0.3
O=C(Nc1ccc(N2CCN(C(=O)c3cccs3)CC2)c(Cl)c1)c1ccco1,-1,-4,0,10,-2,5,1,i,-0.2,-0.6
COc1ccccc1-c1nnc(SCC(=O)O)n1-c1ccc(C)cc1,-2,10,-4,4,14,-3,4,i,-0.6,-0.1
COc1cc(C(=O)Nc2c(C(=O)N3CCOCC3)oc3ccccc23)cc(OC)c1OC,0,-3,2,14,0,-9,5,i,-1.4,-0.2
c1cc2c(nn1)CCc1nonc1-2,1,8,-2,44*,-5,-6,-7,i,-0.8,-0.9
COc1ccc(NC(=O)N(C)C[C@H]2Oc3c(NC(=O)Nc4ccccc4)cccc3C(=O)N([C@H](C)CO)C[C@@H]2C)cc1,46,4,0,2,8,-12,-2,i,0.1,-0.3
CCCCC(=O)N=c1sc2cc(S(C)(=O)=O)ccc2n1C,5,-3,-2,0,-10,-1,-1,i,-1.1,-0.2
CCOc1ccccc1NC(=O)Cc1coc2ccc(C)cc12,6,-8,-1,-3,3,-14,2,i,0.4,-0.5
COc1ccc(N(C)C(=O)c2onc3c2CCCC3)cc1,2,-2,-3,-6,-3,-3,1,i,-0.5,0.9
COc1ccccc1CN1CCN(C(=O)c2ccncc2)CC1,3,-2,3,-3,-14,-15,2,i,-3.2,-0.9
CCCCCCn1nc(C(=O)N(CCOC)c2c(N)n(CCCC)c(=O)[nH]c2=O)c2ccccc2c1=O,3,-3,-2,-14,-18,10,-4,i,0.2,-0.5
O=C(O)c1cccc(Nc2ccc3nonc3c2[N+](=O)[O-])c1,-2,-3,2,12,2,1,-25,i,-0.6,-0.5
Cc1cc(Cl)c(OCCCSc2nc(C)cc(=O)[nH]2)c(Br)c1,2,-3,-1,-18,4,49,6,i,2.0,-1.4

# An excerpt from above, showing only SKN-1 inh, TbMetRS inhib and NadD block:
structure	SKN-1 inh	TbMetRS inhib	NadD block
COc1ccccc1CN1CCN(C(=O)c2ccncc2)CC1	-3	-0.9	-2
CCCCCCn1nc(C(=O)N(CCOC)c2c(N)n(CCCC)c(=O)[nH]c2=O)c2ccccc2c1=O	-14	-0.5	-3
O=C(O)c1cccc(Nc2ccc3nonc3c2[N+](=O)[O-])c1	12	-0.5	-3
Cc1cc(Cl)c(OCCCSc2nc(C)cc(=O)[nH]2)c(Br)c1	-18	-1.4	-3
